inhibitors of VEEV: inhibitors of VEEV TC-83 cytopathic effect, confirmation, Vero cells (AID 588727) | Vero cells, VEEV TC-83 cytopathic effect inhibition; higher % means a stronger effect | 0.13% of 350,000 active | inhibition, % at 20 µM, or IC50 in µM where a hit was titrated; in the data active means a potency from the dose series; inconclusive means inhibition mostly from about 14% at the one dose, without a potency; inactive means the rest, 99 in 100 with inhibition below about 12%; further: strong numbers were not always called active
Salmonella PhoP GFP: PhoP regulon inhibitors, Salmonella typhi PhoP promoter GFP reporter, confirmatory (AID 1850); Salmonella Typhi PhoP-promoter GFP reporter, fluorescence, 4 h; higher % means a stronger effect; one-dose inhibition, % at 50 µM; IC50 in µM for titrated hits; 0.33% of 310,000 active; in the data active means a potency from the dose series; inconclusive means inhibition mostly from about 25% at the one dose, without a potency; inactive means the rest, 99 in 100 with inhibition below about 19%;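 further: 0% = induced wells with vehicle and 100% = uninduced wells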
H1N1 NS1A inhibition: H1N1 influenza NS1A inhibitors, functional cell based assay (AID 504329) | NS1A functional cell-based assay, percent inhibition; higher % means a stronger effect | 0.3% of 340,000 active | inhibition, % at 12.5 µM; hits with a dose series show IC50 in µM; in the data active means a potency from the dose series; inconclusive means inhibition above about 27% without an active follow-up result; further: strong numbers were not always called active
M. tuberculosis HTS: M. tuberculosis growth inhibition, HTS (AID 449762); M. tuberculosis H37Rv growth inhibition, 7H9 media; higher % means a stronger effect; inhibition, % at 25 µM, or IC50 in µM where a hit was titrated; 0.59% of 330,000 active; in the data active means a potency from the dose series; inconclusive means inhibition above about 70% without an active follow-up result;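 further: bacterial growth assessed after seven days of incubation; strong numbers were not always called active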
M. tuberculosis: growth inhibition of non-replicating M. tuberculosis (AID 488890). Mycobacterium tuberculosis non-replicating, growth inhibition; higher % means a stronger effect. inhibition, % at 25 µM; hits with a dose series show IC50 in µM. 0.39% of 320,000 active; in the data active means a potency from the dose series; inconclusive means inhibition mostly from about 82% at the one dose, without a potency; inactive means the rest, 99 in 100 with inhibition below about 76%;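 further: plate controls were DMSO cells for no effect and high antibiotic wells for full effect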
inhibitors of VEEV 10K pilot screen: recorded beside inhibitors of VEEV, whose call it bears; inhibition, %; measured here: 10K pilot screen inhibition
Active calls of the source: *; i = inactive; ? = inconclusive; . = not tested or not shown. No enrichment for hits; overall some 1.6% were active at least once.

SMILES	inhibitors of VEEV	Salmonella PhoP GFP	H1N1 NS1A inhibition	M. tuberculosis HTS	M. tuberculosis	others
O=C(CN1CCOCC1)c1c[nH]c2ccccc12	2.5%	-6%	2%	-6%	.	inhibitors of VEEV 10K pilot screen=0.9
CC(=O)N1CC=C2C(C#N)=C(N)C(C#N)(C#N)C(CCc3ccccc3)C2C1 (stereo not drawn)	6.1%	6%	5%	6%	16%
CCn1c(SC)nc(O)c(C(c2ccc(OC)c(O)c2)c2c(O)nc(SC)n(CC)c2=O)c1=O	0.4%	-5%	4%	10%	?
FC(F)(F)c1ccc(CN2C[C@@H]3C(c4ccc(Cl)nc4)C4(c5ccccc5)CC3(C4)[C@H]2c2ccccc2)cc1 (stereo partly drawn)	0.5%	-7%	6%	1%	35%
c1ccc(-c2nccc3ccccc23)cc1	0.9%	-5%	-6%	-9%	0%
COc1ccc(N2CCN(C(=O)CSc3nc4[nH]ncc4c(=O)n3-c3ccc(Br)cc3)CC2)cc1	9.7%	-5%	5%	?	60%
COc1ccc(-n2nnnc2SCC(=O)Nc2ccccc2)cc1	6.2%	0%	-9%	2%	29%
O=C1c2cccc3cccc(c23)C(=O)N1c1cccc(O)c1	i	6%	-6%	-2%	-1%
COC(=O)C1=C(c2ccccc2OCc2ccccc2)C[C@@H]2CC[C@H]1N2C(=O)NCc1cccc(F)c1	3.2%	.	-11%	-8%	31%
CCc1nc(N2CCN(C(=S)NCCCOC)CC2)c2c3c(sc2n1)CCCC3	5.9%	-12%	21%	?	9%
CCCNC1=C(C)C(=O)C2=C(C1=O)C(COC(N)=O)[C@]1(OC)C3NC3CN21 (stereo partly drawn)	i	16µM*	4%	-2%	.
CC(NC(=O)NC(N)=O)(C(F)(F)F)C(F)(F)F	1.2%	14%	-3%	-2%	-14%
CSc1ncccc1C(=O)NC1CCCCCCC1	i	5%	5%	8%	-6%
CCOc1ccc(/C(O)=C2/C(=O)C(=O)N(CCN(CC)CC)C2c2cccs2)cc1 (stereo not drawn)	0.6%	-4%	-17%	-1%	36%
CSCCC(NC(=O)C1CCC(C)CC1)C(=O)NCc1ccco1 (stereo not drawn)	2.0%	-13%	-12%	-7%	-1%
O=C1NC(=O)C(=Cc2ccc(N3CCOCC3)o2)C(=O)N1	0.3%	-3%	4%	5%	1%
Cc1ccc(NC(=S)Nc2cccc3ccccc23)cc1	0.9%	17%	21%	19%	?
Cc1nnc(SCCn2c(N3CCC(Cc4ccccc4)CC3)nc3c2c(=O)[nH]c(=O)n3C)s1	.	12%	.	40%	35%
CCOC(=O)c1cnc(SCc2nc(N)nc(Nc3ccc(OC)cc3)n2)nc1N	1.2%	-3%	-8%	-2%	14%
CC(=O)c1cccc(NC(=O)Nc2cc3sccc3n2C)c1	.	2%	.	-5%	.
CCN1CCN(C(=O)c2cc(-c3ccco3)nc3ccccc23)CC1	0.9%	.	1%	6%	11%
Cc1ccc(C(C)C)c(OCC(=O)NN=C(CCl)CCl)c1	.	7%	.	-9%	16%
Cc1ccccc1C(=O)Oc1ccc(Cl)cc1C(=S)N1CCOCC1	6.2%	-8%	-12%	-9%	2%
COc1ccc(C2CC(c3ccccc3)=NN2c2ccc(Cl)c(C(=O)O)c2)cc1 (stereo not drawn)	0.1%	-17%	-4%	8%	48%
O=C(NCCC1CCCCN1S(=O)(=O)c1ccccc1)C(=O)NC1CC1 (stereo not drawn)	i	-2%	-10%	-1%	3%
Next part
SMILES	inhibitors of VEEV	Salmonella PhoP GFP	H1N1 NS1A inhibition	M. tuberculosis HTS	M. tuberculosis	others
COc1ccc(-n2c(-c3ccc(Br)cc3)c[n+]3c2CCc2ccccc2-3)cc1	2.2%	14%	8%	?	78%
O=C1CC(c2ccccc2)n2nc(NC(=O)C3CCCO3)nc2N1 (stereo not drawn)	1.6%	-3%	9%	-2%	0%
COc1ccc(NC(=O)C(=O)NCCC2CCCCN2S(=O)(=O)c2ccc(F)cc2)cc1 (stereo not drawn)	14%	-8%	-4%	7%	26%
CC12CC3(C)CC(C)(C1)CC(C(=O)NC1=NCCS1)(C2)C3	i	0%	-9%	?	79%
CC(C)Nc1nc(Cl)nc(N(C#N)CN2C(=O)c3ccccc3C2=O)n1	0.1%	-4%	30%	13%	3%
CCN(C(=O)COC(=O)c1ccc(-n2c(C)ccc2C)cc1)c1c(N)n(Cc2ccccc2)c(=O)[nH]c1=O	3.4%	.	4%	.	.
C=C(C)c1cccc(C(C)(C)NC(=O)N2CCCC(C(N)=O)C2)c1 (stereo not drawn)	2.3%	-9%	-6%	-4%	-2%
COc1cccc(C(=O)Nc2cccc(S(=O)(=O)NC3=NCCC3)c2)c1	1.6%	.	-11%	-9%	-5%
CC(C)CC(=O)Nc1c2c(nn1-c1cccc(Cl)c1)CS(=O)C2 (stereo not drawn)	0.7%	1%	-5%	-3%	-9%
Cc1ccc(S(=O)(=O)CCC(=O)OC(C)C(=O)c2c(C)[nH]c3ccccc23)cc1 (stereo not drawn)	0.2%	-1%	-2%	0%	-9%
CC(C)(C)Cc1nnc(NC(=O)c2ccc3c(c2)OCO3)s1	2.0%	3%	-2%	8%	8%
O=C(N/N=C/c1ccc(Cl)c([N+](=O)[O-])c1)c1cc(-c2ccccc2)nc2ccccc12	0.3%	-12%	-1%	-3%	-2%
CCN1CCN(CCC(=O)Nc2cccc(C)c2)CC1	1.0%	-3%	-6%	-3%	-10%
S=C1NCC(c2ccccc2)S1 (stereo not drawn)	i	.	8%	.	.
Cc1ccc(NC(=O)C2CC3CCC2C3)c(Br)c1 (stereo not drawn)	i	-2%	-3%	?	58%
O=C(Cc1cccc(NC(=O)C2CCN(S(=O)(=O)c3cccc([N+](=O)[O-])c3)CC2)c1)Nc1cccc(C(=O)N2CCCCC2)c1	0.1%	.	-6%	.	.
S=C(NCCNC(=S)Nc1ccccc1)Nc1ccccc1	1.2%	-9%	7%	-1%	56%
CC1(c2ccc3ccccc3c2)NC(=O)N(CC(=O)N2CCCC(C(F)(F)F)C2)C1=O (stereo not drawn)	i	.	-6%	-3%	2%
CCCn1c2ccccc2c2nnc(SCC(=O)Nc3c(C)n(C)n(-c4ccccc4)c3=O)nc21	10%	-4%	4%	2%	9%
O=[N+]([O-])c1ccccc1S(=O)(=O)NC1CCCC1	0.9%	1%	.	4%	14%
COc1ccc(CCNS(=O)(=O)c2cc3c4c(c2)CC(=O)N4CCC3)cc1	0.6%	5%	0%	14%	19%
O=C(CSc1nc(O)c(C2CCCCC2)c(=O)[nH]1)N1CCOCC1	0.5%	-1%	-1%	9%	7%
C=CCNc1ncnc2c1cnn2-c1ccc(C)cc1C	10%	0%	1%	0%	.
NNc1ccccc1C(F)(F)F	0.2%	.	5%	.	.
Cc1ccc2nc(C3CCCN(C(=O)NCc4ccccc4)C3)[nH]c2c1 (stereo not drawn)	0.5%	7%	-1%	3%	-2%
Next section
SMILES	inhibitors of VEEV	Salmonella PhoP GFP	H1N1 NS1A inhibition	M. tuberculosis HTS	M. tuberculosis	others
O=C(NCCc1nnc2ccc(SCC(=O)N3CCCC3)nn12)c1ccc(F)cc1	i	-12%	1%	-8%	-13%
O=C(CSc1nc2sc3c(c2c(=O)n1-c1ccccc1)CCCC3)N/N=C/c1ccccc1C(=O)O	1.6%	1%	0%	0%	22%
N#CC1(C#N)C2=C(CCCC2)NC(c2ccccc2)C1(C#N)C#N (stereo not drawn)	.	-2%	.	3%	10%
O=C(CCCN1C(=O)/C(=C\c2ccccc2)SC1=S)Nc1ccc(O)cc1C(=O)O	0.2%	-15%	5%	2%	19%
O=C(CCCCCn1c(=S)[nH]c2ccc(N3CCOCC3)cc2c1=O)NCc1cccc(Cl)c1	0.5%	3%	-3%	4%	1%
CC(=O)c1cccc(NC(=O)c2c(C)nn(-c3ccccc3)c2Cl)c1	8.6%	6%	4%	3%	40%
NC(=O)COC(=O)c1ccc(-c2ccc(O)cc2)cc1	1.0%	5%	-11%	9%	2%
O=C(COC(=O)c1cc(S(=O)(=O)N2CCOCC2)c(Cl)cc1Cl)NCc1ccco1	1.6%	.	3%	-1%	0%
CCOc1ccc(-c2nc3n(c(=O)c2C#N)CCS3)cc1	1.0%	1%	-3%	4%	-6%
CC(C)(C)c1cnnn1-c1ccc(/C=N/Nc2ccc([N+](=O)[O-])cc2)cc1	1.0%	-2%	4%	9%	22%
CS(=O)(=O)NCC(c1cccnc1)N1CCN(c2ccc(F)cc2)CC1 (stereo not drawn)	i	.	-13%	.	.
COc1ccc2nc(/C(C#N)=C\c3ccc(C(=O)O)cc3)[nH]c2c1	2.3%	-1%	-18%	10%	-14%
CCN(CC)C(=O)/C(=C/c1ccc2c(c1)OCO2)NC(=O)c1ccc(Br)cc1	0.2%	-6%	4%	9%	18%
CC(=O)CC(c1ccccc1)S(=O)(=O)c1ccc(C)cc1 (stereo not drawn)	1.3%	5%	-2%	-4%	3%	inhibitors of VEEV 10K pilot screen=3.5
CCc1ccc2c(CN3CCN(S(=O)(=O)c4cccs4)CC3)cc(=O)oc2c1	5.3%	-8%	-1%	5%	4%
Cc1ccc(-n2ncc3c(SCC(=O)NNC(=O)c4ccco4)ncnc32)cc1	0.8%	4%	-13%	10%	2%
O=P(N1CC1)(N1CC1)N1CCc2ccccc21	2.1%	.	0%	.	.
COc1ccccc1N1C[C@@H]2C[C@@H](c3ccco3)N3CCC[C@@]23C1=O	i	7%	4%	-3%	15%
Cc1cc(C)cc(OCC(=O)OC(C)C(=O)Nc2ccc(Cl)cn2)c1 (stereo not drawn)	i	0%	-3%	22%	49%
O=C(CSC1=NCCN1)Nc1ccccc1[N+](=O)[O-]	1.0%	4%	1%	0%	-2%
COc1ccc(N2C(=O)C(Cl)=C(N3CCCC(C)C3)C2=O)cc1 (stereo not drawn)	i	16%	16%	12%	77%
N#C/C(=C\c1ccc(O)c(O)c1)C(=O)N1CCCC1	1.2%	2%	-6%	0%	3%
CCOC(=O)c1c(C)[nH]c(C(=O)CSc2ccc(Cl)cc2)c1C	2.6%	-4%	3%	4%	11%
CCOc1ccc(CNC(=S)N/N=C/c2ccc(OC)c(OC)c2)cc1	2.0%	6%	-2%	6%	-11%
COc1ccc(-n2nnnc2SCC(=O)Nc2ccc3c(c2)OCCO3)cc1OC	i	-3%	2%	3%	-16%

Compounds above containing an aryl thioether with sulfur outside any ring:
SMILES	inhibitors of VEEV	Salmonella PhoP GFP	H1N1 NS1A inhibition	M. tuberculosis HTS	M. tuberculosis	others
CCn1c(SC)nc(O)c(C(c2ccc(OC)c(O)c2)c2c(O)nc(SC)n(CC)c2=O)c1=O	0.4%	-5%	4%	10%	?
COc1ccc(N2CCN(C(=O)CSc3nc4[nH]ncc4c(=O)n3-c3ccc(Br)cc3)CC2)cc1	9.7%	-5%	5%	?	60%
COc1ccc(-n2nnnc2SCC(=O)Nc2ccccc2)cc1	6.2%	0%	-9%	2%	29%
CSc1ncccc1C(=O)NC1CCCCCCC1	i	5%	5%	8%	-6%
Cc1nnc(SCCn2c(N3CCC(Cc4ccccc4)CC3)nc3c2c(=O)[nH]c(=O)n3C)s1	.	12%	.	40%	35%
CCOC(=O)c1cnc(SCc2nc(N)nc(Nc3ccc(OC)cc3)n2)nc1N	1.2%	-3%	-8%	-2%	14%
CCCn1c2ccccc2c2nnc(SCC(=O)Nc3c(C)n(C)n(-c4ccccc4)c3=O)nc21	10%	-4%	4%	2%	9%
O=C(CSc1nc(O)c(C2CCCCC2)c(=O)[nH]1)N1CCOCC1	0.5%	-1%	-1%	9%	7%
O=C(NCCc1nnc2ccc(SCC(=O)N3CCCC3)nn12)c1ccc(F)cc1	i	-12%	1%	-8%	-13%
O=C(CSc1nc2sc3c(c2c(=O)n1-c1ccccc1)CCCC3)N/N=C/c1ccccc1C(=O)O	1.6%	1%	0%	0%	22%
Cc1ccc(-n2ncc3c(SCC(=O)NNC(=O)c4ccco4)ncnc32)cc1	0.8%	4%	-13%	10%	2%
CCOC(=O)c1c(C)[nH]c(C(=O)CSc2ccc(Cl)cc2)c1C	2.6%	-4%	3%	4%	11%
COc1ccc(-n2nnnc2SCC(=O)Nc2ccc3c(c2)OCCO3)cc1OC	i	-3%	2%	3%	-16%
